# Assay outcomes as filed in PubChem BioAssay.
# tim23-1 inh = growth inhibitors of tim23-1 mutant yeast, primary screen, luminescence, uHTS; S. cerevisiae tim23-1 growth, BacTiter-Glo luminescence, 24 h; inhibition, % at 20 µM; hit rate 1.3% among 330,000; AID 463212, 2010;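 active = growth inhibition of the mutant yeast at or above 50%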;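 also: temperature-sensitive mutant grown at 25 °C; plate controls were DMSO-treated mutant yeast for no effect and medium wells lacking yeast for full effect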
# MPTP block = mitochondrial permeability transition pore inhibitors, primary screen, biochemical, isolated mouse mitochondria, absorbance | Ca2+ swelling absorbance, 30 min | inhibition, % at 10 µM | hit rate 1.4% among 360,000;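 active = inhibition of 50% or more, scaled per plate between neutral and stimulator controls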;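 also: 0% = DMSO wells given calcium and 100% = 1 mM EGTA wells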
# NALP3 yeast inh = NALP3 inflammasome inhibitors in reconstituted yeast, primary screen, luminescence, uHTS. hit rate 0.39% among 330,000. inhibition, % at 10 µM. AID 2825, 2010. Yeast reconstituted NLRP3/ASC/caspase-1, beta-gal luminescence, 24 h;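 active = inhibition of 50% or more; inactive = inhibition below 50%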;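 also: plate controls were induced DMSO wells for no effect and uninduced yeast grown without galactose for full effect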
# GRIN3A LBD mod = binders of NR3A ligand-binding domain, primary screen, biophysical, differential scanning fluorimetry, uHTS. NR3A LBD differential scanning fluorimetry, Tm shift; 0% = protein alone, 100% = glycine-bound protein. Tm shift relative to glycine control, % at 25 µM. hit rate 2.5% among 340,000. AID 1259313, 2017;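 active = melting temperature shift of at least 10% of the positive control shift, at one fixed dose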
# TIM10 inh = growth inhibitors of isogenic TIM10 control yeast, primary screen, counter-screen for tim10-1 yeast inhibitor project, luminescence, uHTS | S. cerevisiae TIM10 strain growth, BacTiter-Glo luminescence, 24 h | inhibition, % at 10 µM | AID 463195, 2010 | hit rate 1.4% among 330,000;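 active = inhibition of 40% or more at the single tested concentration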;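 also: wild-type TIM10 isogenic control strain grown at permissive 25 °C; 0% = DMSO yeast wells and 100% = minimal medium wells without yeast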
# APJ ag = agonists of human apelin receptor APJ, primary screen, CHO-K1 cells, PathHunter beta-arrestin, luminescence; hit rate 0.11% among 330,000; AID 2520, 2010; activation, % at 20 µM; P35414; 0% DMSO wells, 100% apelin;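 active = activation more than six SD over the plate average, tested at 20 µM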;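 also: 0% = DMSO alone and 100% = apelin-13 at 10 nM; some results filed as inactive read as strong as hits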
# Target sequence (P35414 whole entry, looked up): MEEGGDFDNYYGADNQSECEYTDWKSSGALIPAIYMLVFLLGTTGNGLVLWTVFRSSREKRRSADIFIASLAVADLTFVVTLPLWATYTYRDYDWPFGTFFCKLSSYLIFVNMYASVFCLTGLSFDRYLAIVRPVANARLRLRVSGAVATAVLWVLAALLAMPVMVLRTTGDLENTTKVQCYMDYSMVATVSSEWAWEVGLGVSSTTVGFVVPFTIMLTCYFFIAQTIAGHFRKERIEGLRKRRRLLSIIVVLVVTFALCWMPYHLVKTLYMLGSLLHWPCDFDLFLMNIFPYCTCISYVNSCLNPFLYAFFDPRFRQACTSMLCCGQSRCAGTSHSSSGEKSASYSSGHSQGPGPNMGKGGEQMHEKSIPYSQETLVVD
#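 system = engineered CHO-K1 APJ arrestin reporter cells | input = 1000 cells per well | timing = overnight seeding, 90 min compound at 25 °C, 1 h detection | measured by = enzyme-fragment complementation luminescence | read-out = beta-arrestin recruitment to APJ as agonist activity, luminescent signal | control set = negative DMSO alone, positive Apelin-13 at 10 nM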
# APJ antag = antagonists of human apelin receptor APJ, primary screen, CHO-K1 cells, beta-arrestin complementation, luminescence | P35414 | inhibition, % at 20 µM | hit rate 0.32% among 330,000;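 active = inhibition above about 40% at 20 µM, limit read from the data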;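 also: cells challenged with 10 nM apelin-13 agonist together with compound; plate controls were apelin-13 plus DMSO wells for no effect and DMSO wells lacking apelin-13 for full effect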
# MIN6 prolif = inducers of MIN6 beta-cell proliferation, primary screen, ATP luminescence, uHTS. MIN6 cells proliferation, ATPlite luminescence, 48 h; cells starved in 0.2% serum; 100% = growth in 10% serum. proliferation, % at 10 µM. hit rate 0.29% among 330,000. AID 2380, 2010;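 active = compounds whose signal lies at least 3.5 SD above the mean of all wells on their plate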;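 also: 0% = DMSO-treated cells in low-serum medium and 100% = 10% serum control; some compounds called inactive have numbers as strong as hits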
# tim10-1 inh = growth inhibitors of tim10-1 mutant yeast, primary screen, luminescence, uHTS; inhibition, % at 20 µM; hit rate 2.2% among 330,000; S. cerevisiae tim10-1 ts strain growth, BacTiter-Glo, 24 h;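 active = inhibition of at least 40%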;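 also: mutant grown at 25 °C; 0% = DMSO wells with yeast and 100% = wells holding no yeast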
# Active calls of the source: *; x = not tested or not shown.
SMILES,tim23-1 inh,MPTP block,NALP3 yeast inh,GRIN3A LBD mod,TIM10 inh,APJ ag,APJ antag,MIN6 prolif,tim10-1 inh
CC1=C(C(=O)OCCOc2ccccc2)C(c2coc3ccccc3c2=O)C2=C(CCCC2=O)N1 (stereo unspecified),22,0.0,18,-1,16,-2,-8,-4,14
CCCN(CC(=O)Nc1ccccc1C)C(=O)/C=C/c1ccc(S(=O)(=O)N2CCCCCC2)cc1,9,1.1,3,-1,12,-6,-3,-4,14
COc1ccc(OC)c(Nc2ncnc3c2cnn3-c2cccc(C)c2)c1,22,2.6,24,-20,-5,1,-8,-3,35
CCOc1ccc(S(=O)(=O)/N=C(/Nc2ccc(C(C)=O)cc2)c2ccccc2)cc1,33,1.7,22,2,11,3,7,-4,20
CC(Nc1ccccc1)c1cccnc1 (stereo unspecified),-4,-1.4,11,-2,-2,-1,13,0,-3
COc1ccc(-c2cc(C(=O)NCCCN3CCCC3=O)c3ccccc3n2)cc1OC,11,-0.1,26,0,-2,-2,0,-2,3
Cc1noc(C)c1COc1ccc(C(=O)N2CCCC(C(N)=O)C2)cc1 (stereo unspecified),-9,0.6,16,0,11,-5,12,1,-4
CN1C(=O)/C(=C/c2cccc([N+](=O)[O-])c2)C(=O)N1c1ccccc1,12,-2.0,17,-7,-30,-1,-7,-1,-35
COc1ccc(N2CCN(C(CNC(=O)C(=O)NC3CCCC3)c3ccco3)CC2)cc1 (stereo unspecified),7,-1.3,6,-1,-3,2,5,0,-11
COc1cccc(C(=O)/C=C/Nc2ccc(S(=O)(=O)Nc3cc(OC)nc(OC)n3)cc2)c1,15,1.1,14,-7,6,-1,0,-2,21
Clc1ccccc1CN(Cc1ccccc1)c1ncnc2nc[nH]c12,6,1.4,-20,-23,18,-3,10,-2,41*
Nc1nc(SCc2ccc(Cl)cc2)ns1,5,-7.5,34,-1,-16,2,-9,0,6
COC(=O)c1ccc(COC(=O)C2CCN(S(=O)(=O)c3ccccc3C(=O)OC)CC2)cc1,34,0.0,16,0,11,-3,-1,-4,13
CN(C(=O)COC(=O)c1c2c(nc3ccccc13)CCCC2)c1c(N)n(Cc2ccccc2)c(=O)[nH]c1=O,10,-0.8,-8,-3,-3,0,14,2,-8
CC(C)[C@H](NC(=O)NC1CCCc2ccccc21)C(=O)O (stereo partly specified),2,1.3,15,-3,-16,-2,5,0,-4
CN(C)C(=O)NC(Nc1ccc(Cl)cc1Cl)C(Cl)(Cl)Cl (stereo unspecified),44,4.5,19,x,38,1,11,-3,34
CCCCc1ccc(NC(=O)CN2NS(=O)(=O)c3ccccc3C2=O)cc1,7,14,14,-9,-26,2,-2,-5,12
CCc1cccc2c(C(=S)N3CCCC3)c[nH]c12,26,3.6,17,2,33,-1,8,-3,32
Cc1ccc(C(=O)Nc2cc(C)c(OCC(=O)N3CCOCC3)c(C)c2)cc1,6,-3.2,-6,-1,4,1,10,-3,22
Cc1nnsc1S(=O)c1ccc(Cl)cc1 (stereo unspecified),-6,0.0,-2,0,15,-1,3,-5,0
O=C(O)CC1(CC(=O)NCc2csc(-c3cccs3)n2)CCCCC1,2,1.6,-9,0,-4,-4,10,2,-11
CC(C)c1ccc(Nc2cnn(C34CC5CC(CC(CC(=O)O)(C5)C3)C4)c(=O)c2Cl)cc1,21,-1.2,9,-1,14,-1,-15,1,9
COc1ccc(NC(=O)N2CCC(n3nnc4cc(C)ccc43)CC2)cc1,15,-1.1,-14,0,11,1,1,-3,16
COc1ccc(C(CC(=O)N2CCCCC2)C(C)C)cc1 (stereo unspecified),13,0.3,11,2,15,-6,22,-1,6
Cc1cc(=O)oc2cc(OCC(=O)OCC(=O)N(C)C3CCS(=O)(=O)C3)ccc12 (stereo unspecified),17,1.5,4,0,-14,-3,-10,0,11
CC(C)OC(=O)C1C2C=CC3(CN(CC4CCCO4)C(=O)C13)O2 (stereo unspecified),4,-1.7,3,2,4,-3,-4,0,15
CC(C)C[C@H](NC(=O)c1nc[nH]c1C(=O)N1CCN(c2ccccc2)CC1)C(=O)OC(C)(C)C,14,-0.8,24,1,-2,-5,-62,-1,6
CCc1ccc(NC(=O)Nc2c(C)n(C)n(-c3ccccc3)c2=O)cc1,6,-1.1,10,-2,2,-1,8,-1,15
CCC(C)c1ccc(NC(=O)C2CC3CCC2C3)cc1 (stereo unspecified),52*,33,20,-1,39,-1,-10,-1,24
Cc1[nH]c2ccc(F)cc2c(=O)c1SC(F)(F)C(F)C(F)(F)F (stereo unspecified),11,3.4,6,-8,20,0,-7,1,19
COc1ccc2[nH]c(C(=O)O)c(NS(=O)(=O)c3ccc(Cl)s3)c2c1,0,2.6,8,-4,11,-3,15,2,12
Cc1ccc(N(C)S(=O)(=O)c2ccc3[nH]cc(C(=O)NCCCN4CCOCC4)c(=O)c3c2)cc1C,5,-0.7,12,-4,2,5,-32,-6,14
OCC(C#CCN1CCCCC1)NCc1ccccc1 (stereo unspecified),-13,-1.1,8,3,-2,-7,-3,-2,-10
Cc1ccc(S(=O)(=O)N2CCN(C(=O)CCC(=O)Nc3ccc(F)cc3F)CC2)cc1,9,-1.5,17,2,8,-2,-1,0,12
CC(C)N1C(=O)C(=O)N(CC(=O)N2CCc3ccccc32)C1=O,4,1.6,12,-1,5,-3,9,-1,13
S=C(NCC1CCCO1)c1ccc(Br)cc1 (stereo unspecified),24,-1.6,-2,2,3,-5,-10,-4,15
CC(=O)OC(C(=O)NC1CCCCC1)c1ccccc1Cl (stereo unspecified),1,-2.3,-6,-1,11,-2,19,-2,15
O=C(Nc1ccc(Br)cc1)c1cc(-c2ccc3c(c2)OCO3)on1,-11,-0.1,9,0,-19,-2,-1,-2,7
O=c1cc(Nc2ccc3c(c2)OCO3)[nH]c(=O)n1-c1ccc(Br)cc1,13,2.2,11,-6,8,0,-5,-4,7
CCOC(=O)N1CCN(Cc2nc3cc(NC(=O)c4ccco4)ccc3n2C)CC1,8,-1.3,10,-1,19,4,5,-3,-2
COc1ccc(S(=O)(=O)Nc2ccccc2C(=O)NCc2ccco2)cc1,20,31,0,-3,24,-2,18,-1,31
O=S1(=O)CCC(N=Nc2c(O)n(Cc3ccccc3)c3ccccc23)C1 (stereo unspecified),20,1.7,1,0,-9,-4,-2,-1,-14
COc1ccc(-n2nc(C(=O)NCC(=O)NCCCN3CCN(C)CC3)c3ccccc3c2=O)cc1OC,9,-1.6,3,1,-3,-1,14,-1,12
COc1ccc(CCNC(=O)CCn2cccc2)cc1OC,18,-1.3,17,1,-5,-1,-1,-1,11
O=C(Nc1cccc(NS(=O)(=O)c2ccc(S(=O)(=O)NC3CC3)cc2)c1)c1ccccn1,11,0.5,0,-8,-11,-7,-4,-1,8
CN1CCC(=O)N(CCSc2ccc(Br)cc2)CC1,-2,-0.4,15,2,4,-4,14,0,-8
O=C(Nc1nnc(-c2ccccc2)s1)c1cc(S(=O)(=O)N2CCOCC2)c(Cl)cc1Cl,4,47,10,-2,7,0,-14,-6,20
Cc1cc(NC(=O)CSc2ccc3nnc(-c4cccc(F)c4)n3n2)no1,-15,-0.3,13,-1,-6,2,-2,-3,-14
O=C(Cn1nnc(-c2ccccc2)n1)NC1CCS(=O)(=O)C1 (stereo unspecified),-3,-1.3,4,0,1,-2,-55,0,-16
Cc1c(NC(=S)NC(=O)C(c2ccccc2)c2ccccc2)cccc1C(=O)O,2,-0.7,14,2,4,-4,-2,-3,2
# Additional results.
SMILES,tim23-1 inh,MPTP block,NALP3 yeast inh,GRIN3A LBD mod,TIM10 inh,APJ ag,APJ antag,MIN6 prolif,tim10-1 inh
Cc1ccc(CNCc2cc(Cl)ccc2O)cc1,12,1.7,18,-4,-4,-1,12,-4,3
CCn1nnnc1SCC(=O)c1ccc(NC(C)=O)cc1,2,-0.3,-2,0,15,3,0,-3,3
COCCNCCCOc1ccc(Cl)cc1Br,13,-0.8,14,-1,5,-3,-5,1,7
Cn1c(=O)c(/C(N)=N/OC(=O)c2ccccc2)cn(-c2ccccc2)c1=O,4,6.5,3,-2,8,9,-47,-1,4
COc1ccc(C[C@@H]2CN3C(=NC[C@@H]3C)N2C[C@H](C)NC(=O)CCC2CCCCC2)cc1,23,0.1,4,-3,7,-5,15,0,1
CCOC(=O)C1=C(CNCc2ccccc2Cl)NC(=O)NC1c1cccc([N+](=O)[O-])c1 (stereo unspecified),29,0.6,4,-6,-12,2,-21,6,11
CCOC(=O)C(C)Oc1ccc(=O)n(-c2ccccc2)n1 (stereo unspecified),-8,-1.3,-14,1,5,-3,6,-3,20
CN(C)c1ccc(N=Nc2ccc(S(N)(=O)=O)cc2)cc1,-13,-0.7,33,-4,-10,-8,24,-3,6
COC(=O)c1nn(-c2ccc(OC)cc2)c(=O)cc1Oc1ccccc1,18,1.4,3,-2,6,-2,-14,-2,15
O=C1CN(C(=O)CNC(=O)c2ccccc2Cl)c2ccccc2N1,14,17,10,1,-4,-2,11,2,3
COc1ccc(NCC(=O)Nc2cc(S(=O)(=O)N3CCOCC3)ccc2N2CCOCC2)c(OC)c1,-16,2.3,2,0,7,-4,1,-2,10
CN1C(=S)SC2CS(=O)(=O)CC21 (stereo unspecified),-3,1.7,4,1,3,1,7,0,6
O=C(CSc1nccc(=O)[nH]1)NCc1ccc(Cl)cc1,-3,-1.8,7,0,-10,-2,-2,-1,-9
CC(C)(C)NC(=O)CN(C(=O)CCC(=O)Nc1nccs1)c1ccc(F)cc1,-2,-0.2,15,1,-2,-1,17,1,12
COc1ccc(CN(C(=O)c2cccs2)c2ccccc2C(=O)O)cc1,3,2.2,-11,0,3,0,-5,-1,2
Cc1ccc(NC(=O)CSc2nc3ccccc3c(=O)[nH]2)cc1[N+](=O)[O-],-4,26,15,-28,-17,-2,-1,-1,-16
Cc1ccc(N2C(=O)N3[C@H](c4ccc(Br)cc4)[C@@H]4C(=O)N(C(C)(C)C)C(=O)[C@@H]4[C@]3(C)C2=O)cc1,-3,0.4,13,-12,12,-4,13,-3,-1
COc1ccc(C(=O)NC2=NCCS2)cc1S(=O)(=O)N1CCCCC1C (stereo unspecified),17,-2.6,1,0,15,-3,-21,-3,17
CCC(C)(C)NC(=O)C(c1ccc(OC)cc1)N(C(=O)CCC(=O)Nc1cc(C)on1)C(C)(C)C (stereo unspecified),8,-0.8,12,0,8,-2,7,-2,17

# Some of the entries above, set out differently:
# Order of values: tim23-1 inh	MPTP block	NALP3 yeast inh	GRIN3A LBD mod	TIM10 inh	APJ ag	APJ antag	MIN6 prolif	tim10-1 inh
CN1C(=S)SC2CS(=O)(=O)CC21 (stereo unspecified)
 : -3	1.7	4	1	3	1	7	0	6
O=C(CSc1nccc(=O)[nH]1)NCc1ccc(Cl)cc1
 : -3	-1.8	7	0	-10	-2	-2	-1	-9
CC(C)(C)NC(=O)CN(C(=O)CCC(=O)Nc1nccs1)c1ccc(F)cc1
 : -2	-0.2	15	1	-2	-1	17	1	12
COc1ccc(CN(C(=O)c2cccs2)c2ccccc2C(=O)O)cc1
 : 3	2.2	-11	0	3	0	-5	-1	2
